# Compound activity deposited in PubChem by Southern Research Specialized Biocontainment Screening Center.
# Dengue-2 NS5 capping: Dengue-2 NS5 methyltransferase inhibitors, primary screen, biochemical, confirmation dose response (AID 588689) | 0.3% of 340,000 active | one-dose inhibition, % at 25 µM; IC50 in µM for titrated hits | Dengue-2 NS5 methyltransferase capping enzyme assay, biochemical; higher % means a stronger effect; in the data active = a potency from the dose series
# Rac1 GTP hydrolysis: MgcRacGAP GTPase-activating activity inhibitors, confirmation, biochemical, ADP Hunter fluorescence; MgcRacGAP-stimulated Rac1 GTP hydrolysis, ADP Hunter fluorescence; higher % means a stronger effect; GST-tagged Rac1 F28L mutant substrate; inhibition, % at 30 µM, or IC50 in µM where a hit was titrated; 0.6% of 340,000 active;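 active = first-screen hits whose inhibition reached a set limit at any dose in the follow-up dose series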;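 also: fluorescence reports GDP produced by GAP-driven GTP hydrolysis; strong numbers were not always called active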
# RSV CPE inhibition: inhibition of RSV-induced cytopathic effect – HEp-2 cells, primary 10 µM value included (AID 2391); 0.13% of 310,000 active; HEp-2 cells, RSV-induced CPE inhibition; higher % means a stronger effect; one-dose CPE inhibition, % at 10 µM; IC50 in µM for titrated hits; in the data active = a potency from the dose series; also: strong numbers were not always called active
# Large T inhibition: SV40 large T antigen inhibitors, biochemical (AID 1903); SV40 large T antigen ATPase/helicase inhibition assay; higher % means a stronger effect; one-dose inhibition, % at 20 µM; IC50 in µM for titrated hits; 0.39% of 310,000 active; in the data active = a potency from the dose series; also: strong numbers were not always called active
# Starred values were filed as active, the others as inactive; · = not tested or not shown. This is a subset, so the mix of outcomes need not match the whole.
# Values run as follows: Dengue-2 NS5 capping, Rac1 GTP hydrolysis, RSV CPE inhibition, Large T inhibition
C=CCc1ccc(OCCCNC2CCCC2)c(OC)c1
    4.7%, 20.0%, ·, 7.1%
CN(C)CC/C=C1\c2ccccc2Sc2cc(F)c(Cl)cc21
    2.3%, 7.4%, ·, 16.2%
CC(NC(=O)c1ccncc1)c1ccc(Br)cc1 (stereo not given)
    -1.6%, 5.0%, ·, 3.0%
COC(=O)c1c(C)c(OC(=O)c2c(C)cc(O)c(C=O)c2O)cc(C)c1O
    2.1%, 5.9%, ·, 8.5%
O=C(Cc1ccc([N+](=O)[O-])cc1)N/N=C/c1cccnc1
    -4.6%, 7.8%, ·, 11.5%
O=c1c2cc(O)c(O)cc2oc2cc(O)c(C3OC(CO)C(O)C(O)C3O)c(O)c12 (stereo not given)
    -4.2%, 23.9%, ·, 8.63µM*
COc1ncnc(-c2ccccc2)c1-c1ccccc1
    -1.6%, 4.2%, ·, 7.7%
O=C(CC(=O)c1ccccc1)Nc1ccccc1
    -2.3%, 8.8%, ·, 7.5%
COc1ccc([C@@H]2COc3c(ccc4c3C=CC(C)(C)O4)C2)c(OC)c1
    -4.2%, 3.6%, ·, 6.1%
COc1cccc(C(=O)Nc2ccc(C(=O)NCC3CCCO3)cc2)c1 (stereo not given)
    -3.9%, 11.6%, ·, 20.8%
Cc1cc(C)[n+]2[nH]c(N)c(N=Nc3ccccc3)c2n1
    -2.4%, 9.0%, ·, 7.3%
Cc1ccc(C(=O)NC(=S)N(C)Cc2ccccc2)cc1
    3.1%, 7.5%, ·, 15.8%
COc1cc2c(cc1OC)C(c1cc(Br)ccc1O)N(C(C)=O)CC2 (stereo not given)
    -13.2%, 0.6%, ·, 12.0%
CC(NS(=O)(=O)c1ccccc1)C1CC2CCC1C2 (stereo not given)
    1.5%, -10.3%, ·, 11.0%
Cc1cccc(-n2c(-c3ccc(Br)o3)n[nH]c2=S)c1
    -0.8%, 8.1%, ·, 18.6%
CCn1cc(C(=O)Nc2ccc(C)cc2[N+](=O)[O-])c(C)n1
    -16.1%, 7.4%, ·, 9.3%
Cc1cccc(C)c1OCC(O)CN1CCc2ccccc2C1 (stereo not given)
    5.4%, 1.3%, ·, 5.5%
CCC(C)CCCCCCCCCCC(=O)O (stereo not given)
    42µM*, -0.6%, ·, 22.3%
Cc1ccc(OCCCCCN2CCOCC2)c(Cl)c1
    3.9%, 18.1%, ·, 2.9%
Cc1cn(C2OC(CC(=O)Oc3ccccc3)C(O)C2O)c(=O)[nH]c1=O (stereo not given)
    0.8%, 3.2%, ·, 4.2%
COc1cc(/C=N/NC(=O)c2cc(-c3ccccc3Cl)nc3ccccc23)cc(OC)c1O
    0.8%, 0.7%, ·, 6.5%
COc1ccc2c(c1)CC(N1CCN(C)CC1)c1cc(OC)ccc1S2 (stereo not given)
    2.3%, 7.1%, ·, -1.9%
O=C1CCCC2=C1C(c1ccc(O)c(O)c1)Nc1ccc3ccccc3c12 (stereo not given)
    8.4%, 21.1%, ·, 33.2%
O=C(Nc1ccc([N+](=O)[O-])c(NC(=O)c2cccnc2)c1)c1cccnc1
    8.5%, 9.5%, ·, 3.6%
COc1cc(OC)cc(C(=O)OCC(=O)NC2CCCCCC2)c1
    0.4%, 1.4%, 1.1%, ·
CCOc1ccc(NC(=O)CN(C)C(=O)c2cc3c(s2)CCC(C)C3)cc1OCC (stereo not given)
    -1.9%, 3.4%, 2.7%, ·
CC1(C)Oc2ccc3ccc(=O)oc3c2[C@@H](O)[C@H]1O
    -1.4%, 10.5%, 0.9%, ·
O=C(c1ccc(-c2ccc([N+](=O)[O-])cc2)o1)N1CCCCCCC1
    4.0%, -2.1%, -1.8%, ·
O=C(Cn1cnc2ccccc21)Nc1cccc(S(=O)(=O)N2CCCC2)c1
    -9.6%, 5.3%, 0.6%, ·
CCCN(C(=O)COc1ccc(C(C)=O)cc1OC)C1CCS(=O)(=O)C1 (stereo not given)
    1.1%, 3.5%, -0.3%, ·
CC(=O)Nc1sc(C)c(C)c1C(=O)OCC(=O)N(Cc1ccccc1)C(C)C
    1.1%, 0.4%, 0.3%, ·
Cc1cc(C)n2nc(SCC(=O)Nc3ccc(F)c(F)c3F)nc2n1
    -3.1%, 5.1%, 2.8%, ·
COc1ccc(-c2sc3ccc(OC)cc3c2-c2ccc(OC)c(F)c2)cc1
    -8.8%, 1.5%, -0.5%, ·
CCN(CC)C(=S)SCC(=O)Nc1cccc(C(F)(F)F)c1
    7.1%, 2.4%, 7.7%, ·
O=C(CN1CCN(S(=O)(=O)c2ccccc2)CC1)N1CCCCC1
    -9.3%, 7.5%, 0.6%, ·
O=C(Cc1n[nH]c(=O)c2ccccc12)Nc1cccc(S(=O)(=O)N2CCCCCC2)c1
    -3.9%, 1.4%, 1.5%, ·
O=C(CN1C(=O)NC2(CCCCCCC2)C1=O)NCc1ccccc1Cl
    3.0%, 0.9%, 0.9%, ·
Cc1c(C(=O)OCC(=O)NCCN2C(=O)CSC2=O)cccc1[N+](=O)[O-]
    -9.5%, 4.9%, 0.7%, ·
CN(C)CCCCCCCCCCC(=O)/C=N/O
    -4.8%, 3.5%, 0.3%, ·
C[C@@]12C(=O)N(Cc3ccc(Cl)cc3)CC(=O)N1[C@H]1c3ccccc3OC[C@@H]1[C@@H]2c1ccccc1
    0.3%, 5.7%, 5.8%, ·
Cc1c(C(=O)OCC(=O)N2CCCCC2C)oc2ccccc12 (stereo not given)
    -0.4%, 0.8%, 0.7%, ·
COCc1ccccc1C1=CC(=O)C[C@H](c2ccc(OC)cc2)C1
    -0.4%, 0.8%, 0.1%, ·
Cc1cccc(C)c1NC(=O)CNC(=O)c1ccc2ccccc2n1
    -0.7%, 0.1%, 0.5%, ·
Cc1ccc(S(=O)(=O)NCCC(=O)NCCCSc2ccccc2)cc1
    -12.9%, 4.2%, -0.4%, ·
COc1ccccc1NC(=O)C1CCN(S(=O)(=O)c2cccs2)CC1
    -4.3%, 0.7%, 1.9%, ·
COc1ccc(-c2c(-c3cc(OC)cc(OC)c3)n(C)c3ccc(-c4cc(F)cc(OC)c4)cc23)cc1
    -0.4%, 4.0%, 2.2%, ·
COc1ccc(C(=O)Nc2nc(-c3ccc([N+](=O)[O-])cc3)c(-c3ccccc3)s2)cc1
    -3.5%, 10.6%, 13.9%, ·
CC1(C2CC2)NC(=O)N(CC(=O)Nc2ccc(F)cc2F)C1=O (stereo not given)
    -5.6%, 3.0%, 1.4%, ·
Cc1csc(=O)n1CCC(=O)OCC(=O)Nc1ccc(S(N)(=O)=O)cc1
    -2.2%, 6.3%, -0.2%, ·
Cc1c(C(=O)NC2CC2)oc2ccccc12
    -0.7%, 7.9%, 1.1%, ·
CCCCn1c(N)c(N(CCOC)C(=O)CCC2CCCCC2)c(=O)[nH]c1=O
    4.4%, 3.5%, -1.0%, ·
Cc1c(C(=O)N2CCN(c3ccc([N+](=O)[O-])cc3)CC2)oc2ccccc12
    3.3%, 3.8%, 0.2%, ·
O=C(Cn1nc(C(=O)O)c2ccccc2c1=O)Nc1cc(Cl)ccc1-n1cncn1
    -3.7%, 5.5%, 0.6%, ·
COc1ccc(C(O)P(=O)(OC(C)C)OC(C)C)cc1OC (stereo not given)
    7.8%, -8.3%, 1.1%, ·
CCOc1ccc(C(=O)OCC(=O)N(Cc2ccccc2)Cc2ccccc2)cc1OC
    -11.6%, 2.5%, 0.3%, ·
Cc1ccc(S(=O)(=O)N(C)C)cc1NC(=O)COC(=O)CN1C(=O)c2ccccc2C1=O
    -0.8%, 4.9%, 3.0%, ·
O=C(Cc1ccc2c(c1)OCCO2)N/N=C/c1ccco1
    -2.2%, 1.8%, 1.3%, ·
Cc1cccc(C)c1NC(=O)CN1CCN(CC(=O)NCC2(N3CCCCC3)CCCCC2)CC1
    -3.7%, 8.7%, 0.8%, ·
CCOc1ccc(NC(=O)CN(C)C(=O)CCSc2ccc(F)cc2)cc1OCC
    -7.4%, 3.2%, 0.7%, ·
O=C(Cn1ccc(NC(=O)OCc2ccccc2)nc1=O)NCc1ccccn1
    -1.6%, 1.2%, 1.1%, ·

# Following part
# Values run as follows: Dengue-2 NS5 capping, Rac1 GTP hydrolysis, RSV CPE inhibition, Large T inhibition
CCCc1cc(=O)[nH]c(SC(C)C(=O)N2c3ccccc3CC2C)n1 (stereo not given)
    7.0%, -2.2%, 1.4%, ·
Cc1ccc(C(=O)N2CCN(c3cccc(C)c3C)CC2)cc1S(=O)(=O)N1CCOCC1
    3.6%, 5.0%, 5.0%, ·
O=C(O)c1ccc(O)cc1O
    0.0%, 6.3%, 1.2%, ·
Cc1cc(NS(=O)(=O)c2ccc(NC(=O)c3cnc(Cl)c(Cl)c3)cc2)nc(C)n1
    -15.5%, 8.3%, 0.1%, ·
Cc1cc(=O)oc2cc(OC(C)C(=O)Nc3ccc(C(N)=O)cc3)ccc12 (stereo not given)
    7.0%, 8.1%, -0.8%, ·
COC(=O)c1ccccc1S(=O)(=O)N1CCC(C(=O)NC2=NCCS2)CC1
    -9.5%, 0.8%, 1.1%, ·
O=C(Nc1cccc(S(=O)(=O)N2CCCC2)c1)c1cccc(S(=O)(=O)N2CCOCC2)c1
    -1.8%, -2.0%, 5.4%, ·
CCN(C(=O)C(C)Sc1ccc(S(=O)(=O)N2CCOCC2)cn1)c1ccccc1 (stereo not given)
    4.3%, 4.5%, 1.0%, ·
CCCC(=O)NC(=S)Nc1c(C)cc(Br)cc1C
    -0.7%, 10.3%, 0.7%, ·
Cc1ccc(C)c(NC(=O)CN(C)C(=O)C2COc3ccccc3O2)c1 (stereo not given)
    -4.8%, 0.4%, 1.5%, ·
O=C(Cn1ccc(NC(=O)OCc2ccccc2)nc1=O)NCc1ccc2c(c1)OCO2
    -3.2%, 2.9%, 0.1%, ·
Cc1ccn2c(C(=O)N/N=C\c3ccccc3[N+](=O)[O-])c(C)nc2c1
    5.4%, 1.6%, 0.4%, ·
CC(C)(C)CC(=O)N1CCN(c2ccc(S(=O)(=O)N3CCOCC3)cc2[N+](=O)[O-])CC1
    -3.9%, 0.1%, 0.2%, ·
O=C(CN1CCN(c2ccc(O)cc2)CC1)Nc1ccc2c(c1)OCCCO2
    -2.2%, 49.7µM*, 0.9%, ·
CSCCC(NS(=O)(=O)c1ccc(C)cc1)C(=O)NCC(C)(C)N1CCOCC1 (stereo not given)
    -6.2%, 9.3%, 0.3%, ·
CC(C)(C)c1ccc(C(=O)NCC(=O)OCC(=O)N2CCCC2)cc1
    -8.1%, 7.5%, 1.3%, ·
Cc1ccc(C(=O)NCC(=O)OCC(=O)c2ccccc2)s1
    -4.1%, 1.2%, 0.8%, ·
COc1cc(NC(=O)CSc2nnc3ccccn23)cc(OC)c1
    -6.8%, 4.0%, 2.3%, ·
CSCCC(NC(=O)c1ccccc1)C(=O)NCCc1ccc2c(c1)OCCO2 (stereo not given)
    -2.2%, -3.9%, -0.3%, ·
CCOc1ccc(C(=O)N(CC)CC(=O)Nc2ccc3c(c2)OCCO3)cc1
    -5.2%, 6.7%, 1.6%, ·
COc1ccc(SC[C@H](Cc2ccccc2)N2CC[C@@H](NC(=O)OCc3ccccc3)CCC2=O)cc1
    -6.4%, 5.4%, 0.3%, ·
COc1ccc(OC)c(/C=C/C(=O)OCC(=O)Nc2nnc(-c3ccccc3)o2)c1
    -3.6%, -3.7%, 1.2%, ·
COc1ccc(C(CNC(=O)c2ccc(OCc3c(C)noc3C)cc2)N2CCCC2)cc1 (stereo not given)
    -10.9%, 0.5%, 0.5%, ·
CC1CC(C)CN(C(=O)COC(=O)c2nccnc2N)C1 (stereo not given)
    2.2%, 4.8%, 3.1%, ·
COc1ccccc1NS(=O)(=O)c1ccc2oc(SC(C)C(=O)N3CCNC3=O)nc2c1 (stereo not given)
    -11.8%, 3.2%, 1.5%, ·
COc1ccccc1C(=O)Nc1ccc(OCC(=O)N2CC(C)OC(C)C2)cc1 (stereo not given)
    -10.2%, 6.8%, -0.2%, ·
O=C(Cn1cnc2c(NC(=O)OCc3ccccc3)ncnc21)NCCN1CCOCC1
    5.5%, 10.4%, 0.3%, ·
